# Assay outcomes as filed in PubChem BioAssay.
# UPR XBP1 act: adaptive UPR (XBP1) activation. CHO-XBP1 luciferase reporter, IRE1-XBP1 UPR activation, luminescence; percent of tunicamycin response, DMSO as zero. 330,000 compounds, 0.33% hits. activation, % at 20 µM;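 active = versus positive control, 20 µM dose yields 30% or more activation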;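 also: 100% = tunicamycin at 10 µg/mL and 0% = DMSO only wells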
#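 Assay system: IRE1-XBP1 luciferase reporter CHO line. Input: 1000 cells/well. Buffer or medium: F12 with 10% serum. Doses: 20 µM, 1% DMSO. Times: overnight seeding at 37 °C, 6 h compound treatment at 37 °C. Technique: Steady-Glo luciferase glow luminescence, 10 min after reagent addition.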
# APJ ag: activates the human apelin receptor APJ. P35414. CHO-K1 APJ PathHunter beta-arrestin, luminescence; 0% DMSO wells, 100% apelin. activation, % at 20 µM. 330,000 compounds, 0.11% hits. AID 2520;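 active = activation more than six SD over the plate average, tested at 20 µM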;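 also: 0% = DMSO alone and 100% = apelin-13 at 10 nM; some results filed as inactive read as strong as hits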
#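 Material: engineered CHO-K1 APJ arrestin reporter cells; amount: 1000 CHO-K1 reporter cells seeded per well; incubation: compound stimulation 90 min at 25 °C, detection 60 min; signal: luminescent beta-gal fragment complementation, chemiluminescent substrate; read-out basis: APJ agonist activity; controls: DMSO-only wells as negative, 10 nM Apelin-13 as positive control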
# tim23-1 inh: growth inhibitors of tim23-1 mutant yeast. inhibition, % at 20 µM. 330,000 compounds, 1.3% hits. S. cerevisiae tim23-1 growth, BacTiter-Glo luminescence, 24 h;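 active = growth inhibition of the mutant yeast at or above 50%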;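 also: temperature-sensitive mutant grown at 25 °C; plate controls were DMSO-treated mutant yeast for no effect and medium wells lacking yeast for full effect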
# APJ antagonist: APJ receptor antagonism; 330,000 compounds, 0.32% hits; P35414; CHO-K1 APJ beta-arrestin complementation, luminescence; inhibition, % at 20 µM;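 active = inhibition above about 40% at 20 µM, limit read from the data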;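 also: cells challenged with 10 nM apelin-13 agonist together with compound; plate controls were apelin-13 plus DMSO wells for no effect and DMSO wells lacking apelin-13 for full effect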
# CXCR6 block: CXCR6 (human) receptor inhibition | 360,000 compounds, 0.36% hits | inhibition, % at 20 µM | CHO-K1 PathHunter CXCR6 beta-arrestin, luminescence | O00574; in the data active = inhibition above about 34%, passing the limit was not always enough;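 also: antagonist mode with CXCL16 agonist at 10 nM final; 0% = 10 nM CXCL16 with DMSO and 100% = unstimulated wells without agonist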
# CCR6 antag: CCR6 (human) receptor antagonism | P51684 | CHO-K1 CCR6 PathHunter beta-arrestin, luminescence, CCL20-stimulated | inhibition, % at 20 µM | 340,000 compounds, 0.49% hits;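 active = compounds whose inhibition of the agonist-driven luminescence signal at 20 µM reaches about 50%, limit read from the data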;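 also: cells stimulated with CCL20 at 14 nM final; plate controls were DMSO with CCL20 for no effect and DMSO without agonist for full effect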
# EBI2 antag: blocks human EBI2 receptor beta-arrestin signaling | P32249 | EBI2 beta-arrestin recruitment, luminescence, 7a,25-OHC stimulated | inhibition, % at 5 µM | 360,000 compounds, 0.81% hits | AID 651636; in the data active = inhibition above about 38%;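 also: enzyme fragment complementation signal reports receptor beta-arrestin coupling in cells; 0% = agonist plus DMSO wells and 100% = wells without agonist; some results beyond the cut were filed as inactive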
# CHOP UPR activ: apoptotic UPR (CHOP) activation; CHO-CHOP luciferase reporter, luminescence; percent of tunicamycin response over DMSO baseline; activation, % at 10 µM; 330,000 compounds, 0.34% hits; AID 449763;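 active = at 10 µM dose, activation of 40% or more, normalized to positive control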;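 also: 100% = tunicamycin at 10 µg/mL and 0% = DMSO alone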
#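 Material: CHO-CHOP cells, stable luciferase reporter of PERK-eIF2a-CHOP signalling; quantity: 500 reporter cells seeded per well; buffer or medium: F12 medium containing 10% fetal bovine serum; compound: one dose, 10 µM in 0.5% DMSO; incubation: 6 h compound treatment, 37 °C; measured by: Steady-Glo luciferase luminescence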
# Mdm2-MdmX inh: inhibitors of human Mdm2/MdmX interaction; O15151+Q00987; SaOS-2 split-luciferase Mdm2/MdmX complementation, luminescence; inhibition, % at 8 µM; 330,000 compounds, 3% hits; AID 485346;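 active = inhibition of at least 50% at 8 µM in the primary screen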
# An asterisk follows results filed as active; / = no result given. Only part of the results is shown; rates above refer to the full screens.
SMILES,UPR XBP1 act,APJ ag,tim23-1 inh,APJ antagonist,CXCR6 block,CCR6 antag,EBI2 antag,CHOP UPR activ,Mdm2-MdmX inh
C=CCOC(=O)C1=C(C)OC(N)=C(C#N)[C@@]12C(=O)N(CC(N)=O)c1ccccc12,1,4,18,-2,1,-15,5,0.0,-7
NP(=O)(OCCCc1ccccc1)Oc1ccccc1Cl (configuration not stated),1,14,25,-58,2,7,3,1.6,-8
Nc1ccc(C2(c3ccc(N)cc3)CCCCC2)cc1,3,1,14,24,-4,-1,-6,0.8,-17
N/C(=N\N=C\c1ccc(O)cc1O)N[N+](=O)[O-],-1,-2,-21,-29,2,-5,-6,-0.7,-52
CC(C)N(CC(O)c1cccc([N+](=O)[O-])c1)C(C)C (configuration not stated),-2,-1,4,2,-1,16,0,-0.5,13
COCCCn1c(N)c(C(=O)OC(C)COC)c2nc3ccccc3nc21 (configuration not stated),4,-4,20,27,14,5,-2,-1.7,-19
CC(=O)O[C@@H]1CC[C@]2(C)C3CC[C@@]4(C)C(C[C@@H](O)[C@@H]4O)C3[C@@H](OC(C)=O)C[C@H]2C1 (some centres not stated),-2,-5,-17,2,-3,13,13,1.2,21
CCCCn1c(=O)c(C(=O)Nc2ccccn2)c(O)c2ccccc21,1,2,-6,-7,-12,16,-12,1.7,30
O=C1CN=C(c2ccc(Br)cc2)c2c(sc3c2CCCC3)N1CCN1CCCCC1,0,-5,19,-9,21,18,1,0.4,43
COC(=O)C[C@]1(C(=O)OC)CN(C#N)N(c2ccc(Cl)cc2)C12c1ccccc1-c1ccccc12,-7,4,25,13,22,19,24,-10,99*
Cc1ccc(CN2CCCC(C(=O)c3sccc3C)C2)o1 (configuration not stated),-3,-2,-2,13,-6,19,-8,0.7,-28
CC(C)(C#CCCCCC#CC(C)(C)[N+](C)(C)C)[N+](C)(C)C,3,-2,0,3,/,/,/,-0.2,13
C[C@H]1CC[C@@H]2N(C1)C[C@H]1[C@@H]3C[C@H]4[C@@H](CC(=O)[C@H]5C[C@@H](O)CC[C@@]54C)[C@@H]3CC[C@H]1[C@]2(C)O,-3,-1,-14,6,-2,7,2,-0.4,9
OC1(c2ccc(F)cc2)CC2CCC(C1)N2Cc1nnnn1C1CCCC1 (configuration not stated),-5,-2,15,-3,-1,-16,19,0.6,20
CCCCCCn1c(O)c(C=NCCN2CCCCC2)c(=O)[nH]c1=O,1,0,9,-7,6,-5,-10,-3.3,15
CN(C)c1nc(-c2ccccc2)[n+](C)s1,-4,2,-7,3,-3,-3,-2,2.0,-2
c1ccc(CCCN2CCN(CCOC(c3ccccc3)c3ccccc3)CC2)cc1,-10,-5,-66,11,2,13,-2,-1.7,50*
CN(C(=O)Oc1ccc([N+](=O)[O-])cc1)c1ccccc1,1,-3,15,8,1,23,11,1.8,17
O=[N+]([O-])c1ccccc1CNCCc1c[nH]c2ccccc12,-3,-4,5,10,1,-5,-7,0.0,16
Cc1ccnc(-n2c(-c3ccco3)nc3ccccc3c2=O)c1,-3,3,8,9,4,8,6,-1.6,-3
O=[N+]([O-])c1ccccc1CN1CC=C(c2ccc(F)cc2)CC1,2,-3,9,-2,-11,19,5,2.0,11
O=C(CSC1c2ccccc2-c2ccccc21)N/N=C/c1ccccc1,1,-4,45,3,-4,13,4,-1.1,20
S=c1[nH]c2ccccc2[nH]1,-5,-3,6,6,2,3,2,-0.9,-17
CN(C)c1ccc([P+](=O)c2ccc(N(C)C)cc2)cc1,3,-2,17,3,-18,-2,7,1.9,3
O=C(C1CC(=O)N(C2CCCC2)C1)N1CCC2(CC1)OCCO2 (configuration not stated),-1,0,17,23,4,-9,-13,-0.6,-54

# (list continues)
SMILES,UPR XBP1 act,APJ ag,tim23-1 inh,APJ antagonist,CXCR6 block,CCR6 antag,EBI2 antag,CHOP UPR activ,Mdm2-MdmX inh
COc1ccc(CN2C(=O)NC(=O)/C(=C/c3ccc(OC)c(OC)c3OC)C2=O)cc1,0,3,9,5,-5,10,-2,-1.5,8
O=C(NC1(C(F)(F)F)Oc2ccccc2O1)N1CCC2(CC1)OCCO2,1,0,21,-5,1,3,0,1.6,17
OC(c1ccccc1)(c1ccccc1)C1CCNCC1,-4,-5,-10,-3,9,6,9,1.7,27
CC(C)C(=O)c1cn(Cc2ccc(C#N)cc2)c2ccccc12,-3,1,18,-11,2,15,2,0.2,0
COc1ccc2c(c1)CC1(CN2C)C(=O)NC(=O)N(c2ccc(C)cc2)C1=O (configuration not stated),-1,3,2,-19,8,13,-4,-2.3,2
C/C(=N\NP(=S)(c1ccccc1)c1ccccc1)c1ccc(O)cc1O,0,-2,12,-2,1,16,9,-1.1,-10
Cc1cc(O)c(CN2CC=C(c3ccccc3)CC2)cc1C(C)C,10,-1,16,7,0,16,5,0.3,2
Fc1ccc2c(c1)nnn2C1CCN(Cc2c(Cl)cccc2Cl)CC1,-3,-1,15,12,-4,22,-11,-3.3,19
Cc1cc(OCC(=O)N2CCC(C(=O)O)CC2)c2c3c(c(=O)oc2c1)CCCC3,5,-2,11,13,0,7,-1,1.6,12
O=C(Cc1ccc([N+](=O)[O-])cc1)N1CCN(Cc2ccc3c(c2)OCO3)CC1,0,-5,0,-8,-14,8,5,-3.2,-19
CCOc1ccc(-n2c(-c3ccoc3)nc3ccccc3c2=O)cc1,-2,0,23,-18,10,9,-1,-0.4,-2
O=C(c1ccccc1F)c1cn(Cc2ccc(F)cc2)c2ccccc12,-2,/,-2,9,10,3,-19,-1.8,21
Cc1cccc(N2C(=O)NC(=O)/C(=C/c3cc4c(cc3[N+](=O)[O-])OCO4)C2=O)c1,1,-2,16,-37,-4,-4,-12,-2.1,-2
CC1CCC2C(C)C(=O)OC3OC4(C)CCC1C32OO4 (configuration not stated),0,8,25,-47,-8,-21,-11,0.3,32
COc1ccccc1N1C(=O)CC(=O)NC1=O,-4,-2,5,-22,6,1,-5,0.1,17
N#Cc1c(/N=C/c2c(O)n(Cc3ccco3)c(=O)[nH]c2=O)sc2c1CCCC2,-4,2,5,13,2,18,-17,1.0,-21
COCCNC(=O)N1[C@H]2CC[C@@H]1C(C(=O)OC)=C(c1cccc(C#N)c1)C2,2,-4,10,7,-9,-1,-3,-1.2,1
CCOC(=O)c1ccccc1C(=O)OCC,1,-2,0,11,8,5,0,-0.6,-9
N[C@@H](Cc1c[nH]c2ccccc12)c1nnc(SCc2ccccc2)o1,0,1,38,-19,1,-4,-7,-2.4,18
O=C1NC(=O)N(c2ccccc2)C(=O)/C1=C\C=C\c1ccccc1,-1,6,39,0,53*,33,16,175*,78*
CCCC[N+]12CCC(CC1)C(C(=O)c1cccs1)C2 (configuration not stated),-8,-2,-2,6,-13,-3,-6,0.9,-8
C=CCn1c(O)c(C=Nc2ccc(N(CC)CC)cc2)c(=O)[nH]c1=O,2,6,1,3,-11,-1,1,-0.1,-4
O=C1/C(=C/c2cccnc2)N2CCC1CC2,0,-3,2,7,3,0,-12,-0.7,9
O=C(CNC(=O)c1ccccc1Cl)Nc1ccc(Br)cc1C(=O)c1ccccc1,-2,-2,3,-5,-13,3,0,0.7,13
COc1ccc(CN2CCCC(C(=O)c3sccc3C)C2)cc1O (configuration not stated),-5,-3,-1,-22,-6,0,0,0.1,-2

# Additional results.
SMILES,UPR XBP1 act,APJ ag,tim23-1 inh,APJ antagonist,CXCR6 block,CCR6 antag,EBI2 antag,CHOP UPR activ,Mdm2-MdmX inh
[N-]=[N+]=CC(=O)OC[C@H](N)C(=O)O,-5,2,7,1,-8,-1,-5,-2.0,-34
CC1(C)Cc2c(C#N)c(N3CCNCC3)nc(-c3ccco3)c2CS1,10,-8,24,10,12,0,-4,0.0,62*
COc1ccc([C@@H](O)[C@@H](N)c2ccccc2)cc1,2,-1,22,5,2,5,8,-1.6,2
CC(C)(C)c1ccc(C(=O)C2CCCN(C3CCC3)C2)cc1 (configuration not stated),-3,-3,-9,20,-2,3,-7,1.3,10
CCCCCCCCc1ccc(O)cc1,4,3,51*,-7,-8,0,9,3.5,-3
O=C(/C=C/c1ccccc1)c1c(O)n(CCc2ccccc2)c(=O)[nH]c1=O,2,4,14,2,1,9,1,0.7,69*

# Filtered by structure: the entries above containing an NH in an aromatic ring (7)
SMILES,UPR XBP1 act,APJ ag,tim23-1 inh,APJ antagonist,CXCR6 block,CCR6 antag,EBI2 antag,CHOP UPR activ,Mdm2-MdmX inh
CCCCCCn1c(O)c(C=NCCN2CCCCC2)c(=O)[nH]c1=O,1,0,9,-7,6,-5,-10,-3.3,15
O=[N+]([O-])c1ccccc1CNCCc1c[nH]c2ccccc12,-3,-4,5,10,1,-5,-7,0.0,16
S=c1[nH]c2ccccc2[nH]1,-5,-3,6,6,2,3,2,-0.9,-17
N#Cc1c(/N=C/c2c(O)n(Cc3ccco3)c(=O)[nH]c2=O)sc2c1CCCC2,-4,2,5,13,2,18,-17,1.0,-21
N[C@@H](Cc1c[nH]c2ccccc12)c1nnc(SCc2ccccc2)o1,0,1,38,-19,1,-4,-7,-2.4,18
C=CCn1c(O)c(C=Nc2ccc(N(CC)CC)cc2)c(=O)[nH]c1=O,2,6,1,3,-11,-1,1,-0.1,-4
O=C(/C=C/c1ccccc1)c1c(O)n(CCc2ccccc2)c(=O)[nH]c1=O,2,4,14,2,1,9,1,0.7,69*
